MITF inh = MITF inhibitors, primary screen, biochemical, AlphaScreen, human. inhibition, % at 2.6 µM. AID 1259374, 2018. AlphaScreen MITF homodimerization, bead proximity signal. Microphthalmia-associated transcription factor (Homo sapiens), O75030. actives 0.91% (n = 650,000); in the data active = inhibition above about 50%;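 also: 0% = vehicle wells with protein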
FBW7 act = FBW7 E3 ligase activators, primary screen, biochemical, AlphaScreen, human; AID 1259310, 2017; AlphaScreen FBW7–phospho-cyclin E peptide binding, activator screen; normalized activity (activation), % at 26.1 µM; actives 0.13% (n = 650,000); F-box/WD repeat-containing protein 7 (Homo sapiens), Q969H0; in the data active = normalized activity above about 1.9%;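 also: purified mutant Fbw7 with reduced substrate affinity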
Target sequence (Q969H0 whole entry, looked up): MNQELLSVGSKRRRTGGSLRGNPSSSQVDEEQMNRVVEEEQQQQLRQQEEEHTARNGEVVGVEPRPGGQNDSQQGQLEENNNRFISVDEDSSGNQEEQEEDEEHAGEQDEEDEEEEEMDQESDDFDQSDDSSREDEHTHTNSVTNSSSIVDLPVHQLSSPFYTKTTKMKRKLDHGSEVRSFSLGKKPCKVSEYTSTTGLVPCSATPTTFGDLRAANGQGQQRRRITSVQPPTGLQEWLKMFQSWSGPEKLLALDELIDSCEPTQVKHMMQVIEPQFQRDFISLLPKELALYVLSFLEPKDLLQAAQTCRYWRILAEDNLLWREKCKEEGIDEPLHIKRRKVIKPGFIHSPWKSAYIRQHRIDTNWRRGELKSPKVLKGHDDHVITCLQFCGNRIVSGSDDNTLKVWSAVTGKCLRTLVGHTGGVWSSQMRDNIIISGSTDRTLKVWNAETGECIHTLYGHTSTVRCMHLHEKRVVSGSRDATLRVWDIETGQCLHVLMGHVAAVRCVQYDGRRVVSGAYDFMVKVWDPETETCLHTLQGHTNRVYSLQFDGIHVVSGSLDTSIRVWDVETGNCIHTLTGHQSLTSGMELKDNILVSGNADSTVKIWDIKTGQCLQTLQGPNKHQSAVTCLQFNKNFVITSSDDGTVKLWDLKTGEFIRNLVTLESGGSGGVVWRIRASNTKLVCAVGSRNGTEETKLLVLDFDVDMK
TEAD-YAP block = TEAD-YAP interaction inhibition, primary screen, TEAD-YAP interaction inhibitor project, luminescence, HEK-TIYL cells; TEAD-Gal4/YAP UAS-luciferase luminescence; inhibition, % at 9.12 µM; actives 1.4% (n = 640,000); AID 1259422, 2018; in the data active = inhibition above about 32%;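 also: 0% = median of test compound wells and 100% = reference inhibitor wells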
GPR151 activ = activators of human GPR151, primary screen, cell-based, PathHunter beta-arrestin, luminescence | G-protein coupled receptor 151 (Homo sapiens), Q8TDV0 | PathHunter beta-arrestin GPR151 cells | activation, % at 11.2 µM | actives 1% (n = 650,000); in the data active = activation above about 4.9%;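 also: 0% = median of compound wells and 100% = cells with positive control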
Target sequence (Q8TDV0 whole entry, looked up): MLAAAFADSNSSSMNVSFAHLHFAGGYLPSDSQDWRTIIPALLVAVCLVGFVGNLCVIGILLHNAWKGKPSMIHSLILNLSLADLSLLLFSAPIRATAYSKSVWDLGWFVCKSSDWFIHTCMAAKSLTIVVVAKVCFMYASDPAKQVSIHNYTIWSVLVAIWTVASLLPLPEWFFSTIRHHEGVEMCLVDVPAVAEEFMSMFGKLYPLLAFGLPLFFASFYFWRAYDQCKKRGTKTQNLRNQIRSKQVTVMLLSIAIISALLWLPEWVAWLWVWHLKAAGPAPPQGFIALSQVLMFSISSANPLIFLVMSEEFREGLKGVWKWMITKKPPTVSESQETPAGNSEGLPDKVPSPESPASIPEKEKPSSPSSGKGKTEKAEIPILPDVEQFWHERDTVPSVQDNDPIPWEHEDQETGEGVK
Numbers without * were called inactive; · = no result given.

No. | SMILES | FBW7 act | MITF inh | GPR151 activ | TEAD-YAP block
1 | Cc1ccc(/C(O)=C2/C(=O)C(=O)N(CCCN(C)C)C2c2ccc(C)o2)cc1 (stereo not given) | 0.1 | 8 | -1.8 | -3
2 | Cc1nn(Cc2ccc(F)cc2)c(C)c1NC(=O)c1cc(CC(C)C)on1 | 0.2 | 9 | 0.0 | 8
3 | CC(=O)OC(C(=O)N1CCOCC1)c1c(F)cccc1F (stereo not given) | -0.1 | -2 | -0.1 | 0
4 | COC(=O)c1ccc(NC(=O)N2CCCC(N3CCOCC3)C2)cc1 (stereo not given) | -0.1 | -2 | -1.2 | -13
5 | CC1CCCCN1CC(=O)NC(c1ccccc1)c1ccccc1 (stereo not given) | 0.0 | 8 | 0.1 | 6
6 | CCC1CN(CC(=O)NCc2cccc(-n3cccn3)c2)Cc2cc(OC)ccc2O1 (stereo not given) | 0.0 | -4 | -0.2 | 23
7 | CCOc1ccc2c(c1)-c1c(ssc1=S)C(C)(C)N2C(=O)CSc1nncn1C | -0.2 | 10 | 0.1 | 8
8 | CN(Cc1ccc(OCC(O)CN(C)Cc2ccccc2)cc1)Cc1ccno1 (stereo not given) | 0.0 | 1 | 0.0 | 9
9 | O=C1c2ccccc2NC(c2ccc(Cl)cc2Cl)N1O (stereo not given) | 0.0 | 11 | -0.3 | -2
10 | O=C(CSc1ccccc1)Nc1cc(F)cc(F)c1 | 0.9 | 8 | 0.1 | -30
11 | COC(=O)c1cc(NC(=O)c2cc3nc(-c4ccc5c(c4)OCO5)cc(C(F)(F)F)n3n2)cc(C(=O)OC)c1 | 0.0 | 11 | -0.3 | -6
12 | O=C(NCCO)c1cnc(-c2ccc(N3CCOCC3)nc2)s1 | 0.0 | 1 | -2.7 | -16
13 | CC1CCN(c2ccc(C(=O)N3CCOCC3)cc2[N+](=O)[O-])CC1 | -0.1 | -5 | 5.2* | -14
14 | COc1cccc(NC(=O)CSc2nc3c(oc4ccccc43)c(=O)[nH]2)c1 | 0.2 | 12 | -0.5 | 9
15 | Cn1ccnc1Sc1ccc(/C=N\NC(=O)c2cccc(F)c2)cc1[N+](=O)[O-] | 0.0 | -2 | 2.7 | -34
16 | O=C(Nc1nc(-c2ccc(F)cc2)cs1)c1ccc(S(=O)(=O)N2CCc3ccccc32)cc1 | -0.1 | -13 | -1.1 | 4
17 | Cc1nnc2ccc(SCC(=O)N3CCN(Cc4ccc5c(c4)OCO5)CC3)nn12 | 0.2 | 16 | 5.7* | -6
18 | COc1ccc(OCc2cc(C(=O)NC(C)Cc3cnccn3)no2)c(Cl)c1 (stereo not given) | 0.0 | 4 | 0.2 | -43
19 | CCCc1cc(N2CCOCC2)n2c(nc3ccccc32)c1C#N | -0.1 | -14 | 0.2 | -5
20 | Cc1nnc(SCC2=C(C(=O)O)N3C(=O)C(NC(=O)Cn4cnnn4)C3SC2)s1 (stereo not given) | 0.0 | 18 | 1.5 | ·

(listing goes on)
No. | SMILES | FBW7 act | MITF inh | GPR151 activ | TEAD-YAP block
21 | CCCOc1c(Br)cc(CNCCCN2CCOCC2)cc1OCC | -0.3 | -11 | 2.4 | 8
22 | CNS(=O)(=O)c1cccc(C(=O)OCc2ccccc2)c1 | 1.4 | 26 | -0.6 | -12
23 | COc1ccc2cc(C(=O)Nc3cccc(C(F)(F)F)c3)c(=Nc3ccc(C(=O)O)cc3)oc2c1 | 0.0 | -4 | -0.4 | 10
24 | CC(C)C1N=C2c3ccccc3N=C(SCC#N)N2C1=O (stereo not given) | 0.2 | 2 | -0.3 | -3
25 | Clc1cccc(-n2cc(-c3ccccc3)c3c(NC4CCCC4)ncnc32)c1 | -0.2 | -8 | 0.3 | 5
26 | CN(Cc1ccccc1)C(=O)C12CC3CC(CC(Cl)(C3)C1)C2 | 0.1 | 12 | 1.1 | 7
27 | O=C1Nc2ccccc2Oc2cc([N+](=O)[O-])cc(Oc3ccc(Cl)cc3)c21 | 0.0 | 15 | 0.7 | -1
28 | Cc1cc(C)c2c(c1)OC(N)(C(Cl)(Cl)Cl)CC2=O (stereo not given) | -0.1 | 10 | -0.1 | 7
29 | Cc1ncn(-c2ccc(Nc3nccc(-c4c(C)noc4C)n3)cc2)n1 | 0.0 | -15 | -1.1 | -20
30 | O=C(CSc1ccccc1C(=O)O)NC1CCCc2ccccc21 (stereo not given) | 0.1 | 10 | 1.4 | -13
31 | O=C(CSc1ccc(F)cc1)N(Cc1ccsc1)C1CC1 | 0.1 | 5 | -0.7 | 8
32 | COc1ccc(NC(=O)c2cc3cccc(OC)c3oc2=O)cc1 | -0.1 | 15 | 0.5 | -18
33 | COc1ccc(NC(=O)c2ccc(-c3cnc4ccc(NCCN(C)C)nn34)cc2)cc1 | 0.2 | 18 | -0.4 | 2
34 | Cc1nn2c(N)cc(-c3ccccc3)nc2c1-c1ccccc1 | 0.1 | -16 | -0.3 | 8
35 | O=C(Nn1c(-c2ccc(F)cc2)nc2ccccc2c1=O)c1ccncc1 | 0.0 | 0 | 0.9 | 5
36 | CCOc1ccc2nc(NC(=O)c3nc(S(C)(=O)=O)ncc3Cl)sc2c1 | 0.1 | 7 | -1.8 | -15
37 | CCCCCn1c(SCC(=O)OCC)nc2cc(C(=O)N3CCCCC3)ccc2c1=O | -0.2 | -3 | -0.7 | -11
38 | Nc1c(N2CCCC2)c2ccccc2oc1=O | -0.1 | 2 | 0.8 | -7
39 | CC1=C(C(=O)Nc2ccc(F)cc2)C(c2ccccc2Br)NC(=O)N1 (stereo not given) | -0.2 | 1 | 5.1* | 1
40 | COCCCn1c(-c2ccccc2)nc2ccccc2c1=O | 0.1 | -5 | -1.7 | -11

(continued)
No. | SMILES | FBW7 act | MITF inh | GPR151 activ | TEAD-YAP block
41 | CCOC(=O)N1CCN(C(=O)CN(Cc2ccccc2)S(=O)(=O)c2cc(Cl)ccc2Cl)CC1 | -0.2 | -20 | 0.3 | -7
42 | Cc1cnc(Nc2ccncc2)nc1NCCOc1ccccc1 | 0.5 | 2 | -2.0 | 2
43 | O=C(N=C1N=C2C=CC(Br)=CN2Cc2ccccc21)C12CCC(CC1)C2 | 0.1 | 3 | -3.2 | -52
44 | COc1ccc(CCC(=O)Nc2noc3ccccc23)cc1 | 0.1 | -10 | -0.5 | -13
45 | CCOC(=O)c1ccc(CN(Cc2ccc(Cl)cc2Cl)S(=O)(=O)c2ccc(C(C)(C)C)cc2)cc1 | -0.2 | -4 | 2.2 | -6
46 | C1=CCC(CN2CCc3nnc(CCc4ccccc4)n3CC2)CC1 (stereo not given) | 0.3 | 4 | -0.6 | 3
47 | CCOc1ccc(NC(=O)c2c(NC(=O)c3cccs3)sc3c2CCCCC3)cc1 | -0.2 | -1 | -1.7 | -40
48 | N/C(=N\OC(=O)c1ccc2ccccc2c1)c1ccc(I)cc1 | -0.2 | -8 | 0.3 | -1
49 | CCOC(=O)c1ccccc1NC(=O)CSc1nnc(Cc2ccc(OC)cc2)o1 | -0.5 | 3 | 3.1 | 3
50 | Cc1ccc(C(C)C)c(OCC(=O)Nc2ccc(C)c(C)c2)c1 | 0.3 | 4 | 0.4 | 4
51 | CNCCOc1c(Cl)cc(C)cc1Br | -0.1 | 9 | 0.4 | 11
52 | COC(=O)c1c(Cl)cccc1Oc1nc(OC)cc(OC)n1 | 0.0 | 1 | -1.2 | 3
53 | Cc1ccc(C)c(OCC(=O)NCCc2ccccc2)c1 | 0.2 | -10 | -1.2 | -62
54 | O=C(c1cccs1)N1CCN(C2CCC(c3ccccc3)CC2)CC1 (stereo not given) | 0.0 | 30 | 0.5 | -14
55 | O=C(NNC1=NCCCCC1)c1n[nH]c2c1CCCC2 | -0.2 | 1 | 4.7 | -22
56 | COc1ccc(-c2cnc(S(=O)CC(=O)Nc3ccc(F)cc3)n2C)cc1 (stereo not given) | 0.1 | -4 | 0.1 | 1
57 | CCOC(=O)C1=C(C)NC2=C(C(=O)C(C(=O)OCC)C(c3ccc(OC)cc3)C2)C1c1ccc(Br)cc1 (stereo not given) | 0.0 | -6 | 1.8 | 7
58 | COc1ccc(COC(=O)C2=C(C)NC3=C(C(=O)CC(C)(C)C3)C2c2coc3ccccc3c2=O)cc1 (stereo not given) | 0.1 | 9 | -0.5 | 13
59 | O=C(O)COc1ccc(N2C(=O)C(=O)/C(=C(\O)c3ccccc3)C2c2cccc(F)c2)cc1 (stereo not given) | 0.2 | 13 | -0.9 | -8
60 | CC(C)[C@H](NC(=O)c1ccccc1F)C(=O)NCc1cccc(Cl)c1 | -0.1 | -8 | -0.7 | 0

Entries from the list above that contain two or more sulfur atoms (six):
No. | SMILES | FBW7 act | MITF inh | GPR151 activ | TEAD-YAP block
7 | CCOc1ccc2c(c1)-c1c(ssc1=S)C(C)(C)N2C(=O)CSc1nncn1C | -0.2 | 10 | 0.1 | 8
16 | O=C(Nc1nc(-c2ccc(F)cc2)cs1)c1ccc(S(=O)(=O)N2CCc3ccccc32)cc1 | -0.1 | -13 | -1.1 | 4
20 | Cc1nnc(SCC2=C(C(=O)O)N3C(=O)C(NC(=O)Cn4cnnn4)C3SC2)s1 (stereo not given) | 0.0 | 18 | 1.5 | ·
31 | O=C(CSc1ccc(F)cc1)N(Cc1ccsc1)C1CC1 | 0.1 | 5 | -0.7 | 8
36 | CCOc1ccc2nc(NC(=O)c3nc(S(C)(=O)=O)ncc3Cl)sc2c1 | 0.1 | 7 | -1.8 | -15
47 | CCOc1ccc(NC(=O)c2c(NC(=O)c3cccs3)sc3c2CCCCC3)cc1 | -0.2 | -1 | -1.7 | -40

Other entries
No. | SMILES | FBW7 act | MITF inh | GPR151 activ | TEAD-YAP block
61 | COc1ccc(CN2CCN(C(=O)c3ccco3)CC2)cc1OC | 0.0 | 17 | 1.8 | 9
62 | Cc1ccc(C)n1NC(=O)c1ccccc1O | -0.2 | 0 | 0.1 | 3
63 | CCOc1ccc(CC(=O)NC(C)c2nc(-c3ccncc3)n[nH]2)cc1 (stereo not given) | 1.0 | 12 | -1.5 | 12
64 | CCCCCCNC(=O)c1ccc(Cl)cc1[N+](=O)[O-] | 0.1 | 31 | 0.1 | -1
65 | CCN1C2=C(C(=O)CC(C)(C)C2)C(c2ccccc2O)C2=C1CC(C)(C)CC2=O | -0.1 | -1 | -0.4 | 1
66 | O=C(NCCCn1ccnc1)c1nn2c(C(F)(F)F)cc(-c3ccc(Cl)cc3)nc2c1Cl | 0.1 | -4 | -1.5 | 0
67 | CCc1ccccc1Nc1ncnc2c1cnn2-c1ccccc1 | 0.0 | -16 | 1.7 | -18
68 | Nc1cc(OC(=O)c2ccccc2)nn1S(=O)(=O)c1ccc(F)cc1 | 0.0 | -4 | -2.3 | -5
69 | CC(=O)c1ccc(NC(=O)CSc2nnc3c4ccccc4n(Cc4ccccc4)c3n2)cc1 | 0.6 | 6 | 2.2 | 1
70 | N#C/C(=C\c1ccncc1)c1nc2ccccc2s1 | -0.1 | -6 | -0.2 | -44
71 | COc1ccc(-c2nnc(SCC(=O)Nc3sccc3C(N)=O)n2N)cc1OC | 0.2 | 9 | -1.1 | -11
72 | C=CCOC(=O)C1=C(C)NC(SCC(=O)Nc2cccc(C)c2)=C(C#N)C1c1ccc(O)c(OC)c1 (stereo not given) | 0.1 | 5 | -0.4 | 4
73 | CCOC(=O)Cc1nnc(NC(=O)CSc2nncn2C)s1 | -0.2 | 0 | 0.9 | -5
74 | CC1CCCC(NS(=O)(=O)c2ccc(F)c(C(=O)Nc3ccccc3Br)c2)C1C (stereo not given) | -0.1 | -3 | -1.7 | 0
75 | CCOC(=O)C1(CCCc2ccccc2)CCN(C2CCOCC2)CC1 | -0.2 | 2 | -1.7 | -1
76 | Cc1ccc(CSc2ccc(C(=O)N3CCCCC3)cc2[N+](=O)[O-])cc1 | 0.0 | 3 | -1.1 | 12
77 | Fc1ccc(C2=Nn3c(COc4ccc(Cl)cc4)nnc3SC2)cc1 | -0.1 | 19 | 0.0 | 0
78 | COc1ccc(Nc2nc3ccc(Cl)cc3n3cnnc23)cc1 | -0.1 | 4 | -0.8 | 6
79 | O=c1c2ccccc2n(Cc2ccccc2)c(=O)n1-c1cccc(Cl)c1 | 0.0 | 4 | 1.2 | -8
80 | O=C(CN(Cc1ccco1)C(=O)CNS(=O)(=O)c1ccc(F)cc1)NC1CCCC1 | -0.2 | -3 | -1.5 | -7

Reformatted with one line to a screen: entries from further up
(9) O=C1c2ccccc2NC(c2ccc(Cl)cc2Cl)N1O (stereo not given)
(10) O=C(CSc1ccccc1)Nc1cc(F)cc(F)c1
(11) COC(=O)c1cc(NC(=O)c2cc3nc(-c4ccc5c(c4)OCO5)cc(C(F)(F)F)n3n2)cc(C(=O)OC)c1
(12) O=C(NCCO)c1cnc(-c2ccc(N3CCOCC3)nc2)s1

assay / compound	9	10	11	12
FBW7 act	0.0	0.9	0.0	0.0
MITF inh	11	8	11	1
GPR151 activ	-0.3	0.1	-0.3	-2.7
TEAD-YAP block	-2	-30	-6	-16

(next part)
No. | SMILES | FBW7 act | MITF inh | GPR151 activ | TEAD-YAP block
81 | O=c1[nH]c(=O)c2nc(Br)n(C3OC(CO)C(O)C3O)c2[nH]1 (stereo not given) | -0.2 | -9 | -0.7 | -19
82 | O=C(CC[C@H]1CN(Cc2cccnc2)CC[C@H]1N1CCCC1)NCCN1CCOCC1 | -0.3 | -4 | -1.0 | -6
83 | COc1ccc(/C=C(\S)C(=O)O)cc1OC | 0.0 | -6 | 1.0 | 4
84 | COc1cccc(N2C(=O)NC(=O)/C(=C\c3ccco3)C2=O)c1 | -0.2 | 16 | 0.4 | 4
85 | Cc1sc(NC(=O)/C=C/c2cccc([N+](=O)[O-])c2)c(C(N)=O)c1C | 0.1 | 4 | -0.2 | 5

From PubChem BioAssay
